# PKM2 activator – qHTS Assay for Activators of Human Muscle isoform 2 Pyruvate Kinase; Potency, µM (titrated, usually from 57.5 µM), for inactives: at the highest dose activation, actives largely listed as activators; purified PKM2, Kinase-Glo ATP luminescence, activation; response scale: 0% is enzyme alone, no compound; Pyruvate kinase PKM (Homo sapiens), P14618; actives 0.34% (n = 260,000); AID 1631, 2009; note: potency is the fitted concentration of half-maximal effect; % is set by controls: 0 for no effect and ±100 for the full control effect; nearly all actives have a fitted effect of over 55% in size
# Target sequence (P14618 whole entry, looked up, canonical isoform): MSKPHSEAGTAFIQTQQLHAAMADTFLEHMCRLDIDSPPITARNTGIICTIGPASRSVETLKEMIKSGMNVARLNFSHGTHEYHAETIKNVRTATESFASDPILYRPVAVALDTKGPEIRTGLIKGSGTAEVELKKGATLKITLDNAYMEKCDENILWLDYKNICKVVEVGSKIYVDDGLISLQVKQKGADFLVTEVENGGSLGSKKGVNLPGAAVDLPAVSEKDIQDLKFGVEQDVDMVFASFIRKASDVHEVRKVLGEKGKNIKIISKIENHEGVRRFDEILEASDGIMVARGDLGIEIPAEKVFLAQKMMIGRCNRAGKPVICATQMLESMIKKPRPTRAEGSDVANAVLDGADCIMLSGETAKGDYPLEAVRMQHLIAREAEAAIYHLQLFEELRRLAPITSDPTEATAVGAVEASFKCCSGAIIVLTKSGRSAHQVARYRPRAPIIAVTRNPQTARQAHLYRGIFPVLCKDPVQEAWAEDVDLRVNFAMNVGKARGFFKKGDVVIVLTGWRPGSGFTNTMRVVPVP
#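 Purified hPK-M2 (>95%) run at intermediate activity with 0.1 mM ADP and 0.5 mM PEP in 50 mM imidazole pH 7.2, KCl, MgCl2; 1 h room temperature. ATP formed read by Kinase-Glo luminescence; normalized to uninhibited and no-enzyme controls.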
# Rab9 prom act – qHTS Assay for Rab9 Promoter Activators; Huh7 Rab9 promoter-luciferase reporter, luminescence, 24 h; Potency, µM (titrated, usually from 9.22 µM), inactives show top-dose activation, negative = inhibition, actives largely listed as activators; actives 2.8% (n = 320,000); AID 485297, 2010; note: potency is the fitted concentration of half-maximal effect; % of control where 0% means no effect; nearly all actives have a fitted effect of over 60% in size
#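 Cells were plated at 1500 per well in reduced-serum medium with 10% FBS and left 2 h. Compound in DMSO was then added for 24 h at 37 °C. Reporter signal was read by luminescence after 10 min with luciferase detection reagent.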
# RORgamma inh – qHTS for inhibitors of ROR gamma transcriptional activity; AID 2551, 2010; actives 5.4% (n = 310,000); Drosophila S2 Gal4-RORgamma UAS-luciferase reporter, 20 h; Potency, µM (highest dose often 53.6 µM), inactives show top-dose activity change, negative = inhibition, hits mostly inhibitors; Nuclear receptor ROR-gamma (Mus musculus), P51450; note: potency is the fitted concentration of half-maximal effect; % is set by controls: 0 for no effect and ±100 for the full control effect; nearly all actives have a fitted effect of over 60% in size
#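 Using a luciferase readout, inhibitors were identified by reduced reporter activity in Drosophila cells coexpressing a copper-inducible Gal4–ROR gamma fusion and UAS-driven Photinus luciferase, incubated 20 hr after 700 uM copper sulfate.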
# ELG1 genotoxic – qHTS screen for small molecules that induce genotoxicity in human embryonic kidney (HEK293T) cells expressing luciferase-tagged ELG1 | AID 504466, 2011 | actives 1.3% (n = 330,000) | Potency, µM (top dose mostly 46 µM), for inactives: at the top dose activity change, positive = activation, actives largely listed as activators | HEK293T ELG1-luciferase reporter, luminescence, 16 h; note: potency is the fitted concentration of half-maximal effect; % of control where 0% means no effect; nearly all actives have a fitted effect of over 60% in size
#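 Genotoxicity was scored as increased ELG1-luciferase reporter signal, measured by ONE-Glo luminescence (30 min, room temperature). Compound or vehicle exposure of the HEK293T reporter cells lasted 16 hr at 37°C.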
# NPC1 promoter act – qHTS Assay for NPC1 Promoter Activators. Huh7 NPC1 promoter luciferase reporter, 24 h. Potency, µM (top dose mostly 9.22 µM), for the others: top-dose activation, usual class: activators. actives 2.4% (n = 320,000). AID 485313, 2010;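 note: potency is the fitted concentration of half-maximal effect; % of control where 0% means no effect; nearly all actives have a fitted effect of over 60% in size; reporter is driven by a mutant NPC1 promoter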
#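 Luciferase expression driven by the NPC1 promoter was measured in stably transfected Huh7 cells after a 24 h compound incubation, using a luciferase reagent and a luminescence read.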
# Menin-MLL TR inh – qHTS Assay for Inhibitors Targeting the Menin-MLL Interaction in MLL Related Leukemias: Competition With Texas Red Labeled MLL-derived Mutant Peptide | Potency, µM (top dose mostly 61.6 µM), for inactives: at the highest dose FP activity change, negative = inhibition, hits mostly inhibitors | actives 0.23% (n = 270,000) | Menin + Texas Red MLL mutant peptide, fluorescence polarization | O00255 | AID 1768, 2009; active = well fitted inhibition curve with a large enough effect in the polarisation, with a control signal flat, not every such curve was filed as active; inconclusive = small, poorly fitted or top-dose-only effect, or effect the other way, or a change in a side signal; inactive = no such curve, though single readings can be large or run the other way; the % refers to the polarisation; note: potency is the fitted concentration of half-maximal effect; % of control where 0% means no effect; many of its hits are not listed in these tables
# Giardia kill – Small Molecules that selectively kill Giardia lamblia: qHTS | actives 0.15% (n = 340,000) | activity change, % at 7.66 µM, hits read low | AID 540267, 2011 | Giardia lamblia trophozoite viability; in the data active = activity change below about -80%; inconclusive = between about -30% and that limit;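 note: parasites exposed to compound for two days anaerobically before the ATP read; % is set by controls: 0 for no effect and ±100 for the full control effect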
#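 Anaerobic 48 hrs incubation at 37 deg C of 100 trophozoites/well with test compounds; ATPLite 1-Step luminescence, 15-30 min RT, reports cellular ATP as viability.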
# BRCA1 expr up – qHTS Assay to Identify Small Molecule Activators of BRCA1 Expression; MCF7-BRCA1-FFLuc reporter, luminescence, 48 h; response scale: scaled: vehicle 0%, 10 µM genistein 100%; Potency, µM (top dose mostly 46.1 µM), for the others: at the top dose activation, hits mostly activators; actives 1.1% (n = 380,000); note: potency is the fitted concentration of half-maximal effect; nearly all actives have a fitted effect of over 80% in size; some results filed as inactive show a strong effect at the top dose
#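 Reporter cells (MCF7, BRCA1 promoter-firefly luciferase) received library compounds across a concentration series for 48 h. End-point luminescence was measured and concentration-effect curves derived after normalization.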
# VP16 counter – VP16 counterscreen qHTS for inhibitors of ROR gamma transcriptional activity; Drosophila S2 Gal4-VP16 UAS-luciferase, luminescence, 20 h; Potency, µM (highest dose often 53.6 µM), without a hit: at the highest dose activity, negative = inhibition, most hits filed as inhibitors; actives 3.5% (n = 310,000); AID 2546, 2010;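 note: Gal4-VP16 expression switched on by copper sulfate through the metallothionein promoter; potency is the fitted concentration of half-maximal effect; % is set by controls: 0 for no effect and ±100 for the full control effect; nearly all actives have a fitted effect of over 50% in size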
# p53 reactivator – qHTS assay for re-activators of p53 using a Luc reporter; H1299 p53-A138V BP100-luciferase reporter, luminescence, 24 h; Potency, µM (top dose mostly 92.2 µM), for inactives: at the highest dose activity change, positive = activation, actives largely listed as activators; actives 0.063% (n = 320,000); AID 504706, 2011; note: potency is the fitted concentration of half-maximal effect; % of control where 0% means no effect; nearly all actives have a fitted effect of over 45% in size
#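 p53-null H1299 cells stably carrying temperature-sensitive p53-A138V and a BP100-luciferase reporter were pinned with compounds (4-point, 1:5 series) and held 24 hrs at 37 deg C. Luminescence was read 10 min after detection reagent.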
# FLuc counter – qHTS profiling assay for firefly luciferase inhibitor/activator using purifed enzyme and Km concentrations of substrates (counterscreen for miR-21 project); AID 588342, 2011; Potency, µM (top dose mostly 57.5 µM), for inactives: top-dose activity change, negative = inhibition, actives largely listed as inhibitors; purified FLuc, Km substrates, luminescence inhibition; actives 6.9% (n = 360,000); Luciferin 4-monooxygenase (Photinus pyralis), P08659;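 note: potency is the fitted concentration of half-maximal effect; plate controls were vehicle for no effect and reference inhibitor for full effect; nearly all actives have a fitted effect of over 55% in size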
# Target sequence (P08659 whole entry, looked up): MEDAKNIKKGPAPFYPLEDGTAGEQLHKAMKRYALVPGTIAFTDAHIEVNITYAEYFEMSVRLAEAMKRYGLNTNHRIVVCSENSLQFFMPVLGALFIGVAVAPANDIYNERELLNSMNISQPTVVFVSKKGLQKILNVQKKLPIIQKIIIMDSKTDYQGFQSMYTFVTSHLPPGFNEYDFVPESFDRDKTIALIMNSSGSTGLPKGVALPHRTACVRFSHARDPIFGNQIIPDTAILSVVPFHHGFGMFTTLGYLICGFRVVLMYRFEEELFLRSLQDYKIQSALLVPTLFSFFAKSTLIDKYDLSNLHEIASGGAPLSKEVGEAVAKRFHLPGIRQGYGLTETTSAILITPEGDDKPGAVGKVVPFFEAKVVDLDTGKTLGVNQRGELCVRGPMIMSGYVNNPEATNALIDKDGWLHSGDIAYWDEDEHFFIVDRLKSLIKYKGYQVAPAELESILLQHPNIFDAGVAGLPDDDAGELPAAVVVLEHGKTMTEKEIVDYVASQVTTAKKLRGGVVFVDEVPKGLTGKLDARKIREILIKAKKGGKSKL
#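 Purified P. pyralis luciferase (10nM final) with 10uM D-luciferin and 10uM ATP (Km levels) in 50mM Tris acetate pH 7.5, 10mM Mg acetate, 0.01% Tween-20, 0.05% BSA; qHTS 6-point titration, ~60 µM downward; luminescence read.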
# * = called active by the depositor; ? = inconclusive; · = not tested or not shown; [ ] = remark or other dose. Unless noted, calls come from the whole dose curve; as a rule, active = well fitted curve in the direction sought with a large enough effect; inconclusive = small, poorly fitted or top-dose-only effect, or another doubt; inactive = no such curve, though single readings can be large; an effect the other way counts as inactive or inconclusive. A portion of the library; the hit share may differ from the screen's.
canonical_smiles	PKM2 activator	Rab9 prom act	RORgamma inh	ELG1 genotoxic	NPC1 promoter act	Menin-MLL TR inh	Giardia kill	BRCA1 expr up	VP16 counter	p53 reactivator	FLuc counter
CCS(=O)(=O)N1CCC(c2nc3ccccc3[nH]2)CC1	-7%	-2%	-6%	-1%	2%	-3%	21	8%	2%	-5%	2%
C/C(=N\O)c1ccc2c(c1)CC(C)O2 (centres undefined)	4%	11%	37%	5%	19%	·	1	54%	20%	-2%	?
CCCC1S/C(=N/N=C/c2ccc(C)cc2)N(Cc2ccc(OC)cc2)C1=O (centres undefined)	-9%	2%	-16%	-8%	-3%	-15%	13	-20%	-10%	1%	9%
CC12C(=O)N(c3ccc(OC(=O)c4ccco4)cc3)C(=O)C1C1c3ccccc3C2c2ccccc21 (centres undefined)	2%	-10%	-3%[10 µM]	-9%	2%	1%	3	-53%	-11%	-1%	0%
COc1ccccc1-c1ccc(SCc2ccc(F)cc2)nn1	-9%	24%	-28%	5%	16%	4%	-9	?	-9%	1%	24µM*
Cc1ccc(NC(=O)NC(=O)CN2CCC(C(N)=O)CC2)c(C)c1	·	?	·	17%	30%	·	-4	?	·	?	·
CCC(C)NC(=O)C1CCN(S(=O)(=O)N2CCOCC2)CC1 (centres undefined)	-10%	11%	0%	2%	1%	0%	1	-15%	-5%	0%	0%
O=C(CSc1nnc2ccccn12)NC(=O)NC1CCCC1	0%	16%	1%	0%	-2%	-7%	-4	1%	4%	-1%	7%
CS(=O)(=O)c1ccc(C(=O)OCc2nnc(-c3ccc(Cl)cc3)o2)cc1[N+](=O)[O-]	7%	4%	10µM*	?	-5%	?	6	-57%	-2%	-11%	-16%
COc1ccc(S(=O)(=O)N2CCOCC2)cc1NC(=O)Cn1nnc2ccccc2c1=O	1%	-4%	5%	4%	-3%	-3%	2	1%	-12%	1%	-3%
CSc1nsc(SCC(=O)Nc2ccc(C(=O)O)cc2)n1	·	-1%	-5%	0%	2%	-2%	-1	-5%	1%	2%	-13%
CCn1cc(C(=O)NC2CCCCCC2)c2cc(OC)c(OC)cc2c1=O	-2%	0%	27%[0.365 µM]	-9%	0%	-10%	-10	-1%	·	5%	-2%
Cc1cc2c(cc1S(=O)(=O)NCC(C)c1ccccc1)n(C)c(=O)c(=O)n2C (centres undefined)	3%	1%	32%	5%	-3%	7%	-10	-8%	-4%	·	1%
Cc1cccc(-c2noc(CNC(=O)COc3ccccc3C)n2)c1	-3%	21%	-6%	-1%	-1%	·	-23	-6%	-8%	-11%	1%
O=C(Cn1ccc(NC(=O)OCc2ccccc2)nc1=O)NCc1ccc2[nH]ccc2c1	·	-7%	·	-3%	2%	·	-10	-1%	·	-6%	8%
Cc1ccc(C(=O)Nc2c(N)nc(SCC(=O)Nc3cc(C)on3)[nH]c2=O)cc1	0%	13%	-44%	2%	0%	·	-10	3%	-6%	27%	?
Cc1ccc(OCc2ccc(C#N)cc2)c(C(=O)c2cc(C#N)c(=O)n(C3CC3)c2)c1	14%	-2%	42%	-4%	1%	2%	15	-14%	1%	-10%	0%
CCCc1nc2c(s1)CCc1onc(-c3ccc(Cl)cc3)c1-2	·	-1%	·	1%	-4%	·	4	0%	·	17%	0%
COc1ccc(C2(c3ccc(O)cc3O)CC(c3ccccc3Cl)NC(=S)N2)cc1 (centres undefined)	0%	-4%	1%	-1%	-1%	7%	-1	-30%	-13%	-3%	-6%
CN(C)S(=O)(=O)c1ccc(-c2csc(N/N=C/c3ccco3)n2)cc1	7%	-34%[inhibitor]	-58%	-17%	-31%[inhibitor]	·	11	-86%[inhibitor]	?	4%	-57%
Cc1cc(C)n(CCc2nc(-c3cc4ccccc4o3)cs2)n1	2%	21%	?	10%	20%	-5%	-4	72%	-30%	18%	17µM*
CCCCN(C(=O)COC(=O)c1nc2nc(C)cc(C)n2n1)C1CCS(=O)(=O)C1 (centres undefined)	·	-3%	·	-2%	-2%	·	4	-13%	·	5%	0%
CCn1c(SCC(=O)c2cc(OC)ccc2OC)nnc1C1CC1	0%	-3%	2%	3%	0%	2%	-3	8%	25%	0%	-1%
CCCn1c(=O)c(C(=O)NCC2CCCO2)c(O)c2ccccc21 (centres undefined)	-2%	-1%	1%	0%	0%	7%	-9	0%	-2%	0%	-2%
CCOC(=O)C1CCCCN1Cc1cn(C)nc1-c1ccccc1F (centres undefined)	0%	3%	17%	-3%	-1%	·	5	-4%	8%	-2%	3%

# An excerpt from above in order of length of the SMILES, low to high.
canonical_smiles	PKM2 activator	Rab9 prom act	RORgamma inh	ELG1 genotoxic	NPC1 promoter act	Menin-MLL TR inh	Giardia kill	BRCA1 expr up	VP16 counter	p53 reactivator	FLuc counter
CCC(C)NC(=O)C1CCN(S(=O)(=O)N2CCOCC2)CC1 (centres undefined)	-10%	11%	0%	2%	1%	0%	1	-15%	-5%	0%	0%
O=C(Cn1ccc(NC(=O)OCc2ccccc2)nc1=O)NCc1ccc2[nH]ccc2c1	·	-7%	·	-3%	2%	·	-10	-1%	·	-6%	8%
CS(=O)(=O)c1ccc(C(=O)OCc2nnc(-c3ccc(Cl)cc3)o2)cc1[N+](=O)[O-]	7%	4%	10µM*	?	-5%	?	6	-57%	-2%	-11%	-16%
CC12C(=O)N(c3ccc(OC(=O)c4ccco4)cc3)C(=O)C1C1c3ccccc3C2c2ccccc21 (centres undefined)	2%	-10%	-3%[10 µM]	-9%	2%	1%	3	-53%	-11%	-1%	0%

# Other compounds follow:
canonical_smiles	PKM2 activator	Rab9 prom act	RORgamma inh	ELG1 genotoxic	NPC1 promoter act	Menin-MLL TR inh	Giardia kill	BRCA1 expr up	VP16 counter	p53 reactivator	FLuc counter
CCC(C)(C)n1nnnc1C(c1cc(OC)ccc1OC)N1CCN(Cc2ccccc2)CC1 (centres undefined)	-1%	-6%	-37%	0%	-6%	?	4	-19%	-8%	-3%	3%
CC(C)CCN1CCN(CCCc2ccccc2)CC1CCO (centres undefined)	0%	3%	8%[1.91 µM]	-3%	-2%	-27%	-9	-18%	-1%	6%	0%
CC1(C)CC(=O)C(C2(O)C(=O)Nc3ccccc32)CO1 (centres undefined)	-5%	-3%	-3%	-5%	0%	3%	27	-13%	-7%	1%	2%
NS(=O)(=O)c1ccc(CNC(=O)c2ccc(Br)o2)cc1	-3%	0%	2%	0%	0%	1%	11	-8%	4%	8%	3%
Cc1ccccc1C(=O)NC(NCC1CCCO1)C(Cl)(Cl)Cl (centres undefined)	-1%	-1%	-8%	1%	-1%	-6%	-4	-4%	-1%	-1%	0%
O=C(Nc1c(F)c(F)c(F)c(F)c1F)C1CCCCC1	-7%	22%	7%	-1%	1%	2%	4	-3%	-2%	-3%	1%
Cc1csc(NC(=O)c2c(O)c3cccc4c3n(c2=O)CCC4)n1	-4%	-1%	1%[10 µM]	3%	1%	13%	·	·	-3%	1%	-3%
CC1(C)C2CCC(C2)C1(C)NC(=O)C[N+](C)(C)C (centres undefined)	-1%	-1%	3%	-1%	-2%	·	15	4%	-7%	0%	-1%
CCN1CCN(S(=O)(=O)c2ccc(OC)cc2)CC1	0%	0%	·	-3%	-6%	-4%	10	0%	·	·	-1%
O=C(CN1C(=O)NC2(CCCCCC2)C1=O)c1ccc2c(c1)OCCO2	1%	2.8µM*	?	4.1µM*	2µM*	14%	-6	2.8µM*	-22%	6%	9.5µM*
O=C(NCc1ccccc1Cl)C1CCCN(C(=O)Nc2ccc(F)cc2)C1 (centres undefined)	6%	1%	37%	1%	-5%	8%	-9	-30%	-10%	-2%	1%
COc1ccc(C(=O)/C=C/Nc2ccc([N+](=O)[O-])cc2)cc1	9%	?	-6%	1%	?	13%	3	72%	-8%	?	-25%
